Pf growth 96h – inhibits malaria parasite growth, 96 h. actives 6.9% (n = 320,000). P. falciparum luciferase reporter growth, 96 h. Potency, µM (series often up to 28.7 µM), without a hit: at the highest dose activity change, negative = inhibition, most hits filed as inhibitors; also: potency is read from the fitted curve at half-maximal effect; % is scaled to controls: 0 for no effect and ±100 for the full control effect
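Cell-based qHTS: luciferase-tagged P. falciparum in erythrocytes (2% hematocrit, 0.05% parasitemia final) incubated with compounds for 96 hours, 37 C, 5% CO2; luciferase detection reagent then added and luminescence measured.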
Shiga toxin inh – blocks Shiga toxin action in Vero cells; Vero cells, Shiga toxin protein synthesis inhibition reporter; inhibition, % at 38.7 µM; actives 9.2% (n = 290,000); AID 2315; in the data active = inhibition mostly above about 28%, no sharp cut-off; inactive = mostly below about 43%; also: 0% is about no effect
Pf growth 48h – inhibits P. falciparum growth in the first generation, 48 h; P. falciparum luciferase growth in erythrocytes, 48 h; Potency, µM (series often up to 28.7 µM), inactives show at the top dose activity change, negative = inhibition, actives largely listed as inhibitors; actives 5.9% (n = 310,000); AID 504832; also: potency is read from the fitted curve at half-maximal effect; % is scaled to controls: 0 for no effect and ±100 for the full control effect
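Growth was read as firefly luciferase luminescence after a 48 h, 37 C, 5% CO2 exposure of compounds to reporter-bearing P. falciparum cultures (0.1% parasitemia, 2% hematocrit final) in Albumax-supplemented RPMI 1640.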
FBPA Giardia inh – inhibitors of Giardia lamblia fructose-1,6-bisphosphate aldolase. actives 0.71% (n = 290,000). A8B2U2. Potency, µM (series often up to 59.6 µM), for the others: top-dose activity, negative = inhibition, hits mostly inhibitors. purified Giardia FBPA; also: potency is read from the fitted curve at half-maximal effect; % is scaled to controls: 0 for no effect and ±100 for the full control effect; nearly all actives have a fitted effect of over 55% in size
Target sequence (A8B2U2 whole entry, looked up): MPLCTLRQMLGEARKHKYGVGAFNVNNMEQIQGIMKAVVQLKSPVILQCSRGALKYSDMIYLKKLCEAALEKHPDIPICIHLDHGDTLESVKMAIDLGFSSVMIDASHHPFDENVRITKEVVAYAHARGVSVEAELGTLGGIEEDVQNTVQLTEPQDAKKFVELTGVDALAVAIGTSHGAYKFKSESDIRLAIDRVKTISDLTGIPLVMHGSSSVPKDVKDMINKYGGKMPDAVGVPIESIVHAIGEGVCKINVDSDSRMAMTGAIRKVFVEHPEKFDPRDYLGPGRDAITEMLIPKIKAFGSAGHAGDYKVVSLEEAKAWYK
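40 nM FBPA preincubated 10 min at RT with compound (up to 57.5 uM final), then substrate plus GAPDH/TPI/NAD/arsenate coupling and diaphorase/resazurin added. Fluorescence read after 20 min at RT, 525/598 nm.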
Sm TGR block – inhibitors of Schistosoma mansoni thioredoxin glutathione reductase. Q962Y6. Potency, µM (top dose mostly 114 µM), for the others: at the top dose activity change, negative = inhibition, usual class: inhibitors. actives 3% (n = 360,000). purified TGR, DTNB reduction, TNB absorbance 405 nm; also: potency is read from the fitted curve at half-maximal effect; % is scaled to controls: 0 for no effect and ±100 for the full control effect; nearly all actives have a fitted effect of over 60% in size
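Kinetic colorimetric format: TGR-catalysed, NADPH-driven DTNB reduction monitored via TNB absorbance. Enzyme dispensed at 20 nM; compound exposure 15 min at room temperature before reaction start.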
CHX counter – counter-screen hit for Shiga toxin inhibitors, cycloheximide; cell reporter, cycloheximide protein synthesis inhibition counterscreen; max response, %; actives 12% (n = 300,000); in the data active = max response mostly above about 13%, no sharp cut-off; inactive = mostly below about 14%; also: read at 38.3 µM for the half of the compounds with a filed dose; 0% is about no effect
* = called active by the depositor; u = inconclusive; x = no result given; & = joins results of further samples; [ ] = another dose, or the depositor's remark. Unless noted, calls follow the shape of the dose curve; as a rule, active = well fitted curve in the direction sought with a large enough effect; inconclusive = small, poorly fitted or top-dose-only effect, or another doubt; inactive = no such curve, though single readings can be large; an effect the other way counts as inactive or inconclusive.

Compound | Pf growth 96h | FBPA Giardia inh | CHX counter | Sm TGR block | Pf growth 48h | Shiga toxin inh
CC(=O)c1ccccc1NC(=O)COC(=O)CCCN1C(=O)c2cccc3cccc(c23)C1=O | 44%[activator] | 7% | -2 | -3% | 15% | -9
CN(c1ccc(OCC(=O)NC2CCCC2)cc1)S(=O)(=O)c1cccs1 | u | 2% | -1 | 0% | x | -10
Cc1cc(Br)c(NC(=O)CN(C)CCOc2ccccc2)c(Br)c1 | -14% | -4% | 11* | 22% | 36%[activator] | 24
CCOC(=O)c1oc2ccc(CNC(C)(C)C)c(Cl)c2c1C | u | 0% | 16* | -3% | -1% | 27*
O=C(CN1C(=O)S/C(=C\c2ccccc2F)C1=O)NC1CCS(=O)(=O)C1 (configuration not stated) | -17% | x | 1 | -11% | 26% | 17
O=C1CCC(C(=O)N2CCSCC2)CN1Cc1ccc(Cl)cc1 (configuration not stated) | 46%[activator] | 2% | 18 | -12% | 8% | -1
COc1ccc(-c2cc(=O)c3cc(OC)c(OC)cc3[nH]2)cc1 | -14% | 6% | -4 | -9% | 0% | -7
Cc1ccc(NC(=O)/C(=C\c2cccnc2)NC(=O)c2ccco2)cc1 | 3.3µM* | 2% | 7 | -21% | u | 31
COc1cccc(C(=O)NCCC2=CCCCC2)c1 | 275%[activator] | -5% | 30* | -1% | x | 74*
CC(C)OC(=O)CSc1nnc(-c2ccc(Cl)cc2Cl)n1N | x | -5% | 1 | -5% | 13% | -5
Cn1nc(C(F)(F)F)c(C(=O)Nc2ccc(F)cc2F)c1Sc1ccc(C(F)(F)F)cc1 | 8.3µM* | -8% | -3 | 0% | u | -3
COc1ccc(NC(=O)/C(=C\c2cccnc2)NC(=O)c2cccs2)cc1 | 25% | 2% | -1 | -4% | -8% | -10
CS(=O)(=O)n1nc(-c2ccc(Cl)cc2)nc1N | -4% | -1% | 20* | 3% | 51%[activator] | 20*
COc1ccc(-n2cnc3cc(C(=O)NCC4CCCO4)ccc32)cc1 (configuration not stated) | 46%[activator] | 21% | 2 | -16% | 34%[activator] | 20
O=C(NN1C(=O)CSC1=S)C(=O)NN1C(=O)CSC1=S | -2% | 9% | -2 | 0% | -14% | 20
Cc1noc(C)c1S(=O)(=O)N1CCCC(C(=O)Nc2ccc(Cl)cn2)C1 (configuration not stated) | u | 6% | 3 | 4% | -19% | 9
Cn1c(O)c(/C=C2\C=Nc3ccccc32)sc1=Nc1ccc(C(=O)O)cc1 | 8% | 7% | 1 | 2% | 5% | -34
Cc1ccc(C(=O)Nc2cccc(NC(=O)c3cccs3)c2)c(C)c1 | 12µM* | 6% | 4 | 3% | u | 21
CCCCOCP(=O)(CCCC)COCCCC | x | 7% | -2 | -2% | u | -3
O=C(Nc1nccs1)c1ccc(NC(=O)C2CC=CCC2C(=O)O)cc1 (configuration not stated) | 2% | 12% | 14 | x | 68%[activator] | 23

Shown with values under each structure: entries from further up
Second line of a record – Pf growth 96h	FBPA Giardia inh	CHX counter	Sm TGR block	Pf growth 48h	Shiga toxin inh
O=C(NN1C(=O)CSC1=S)C(=O)NN1C(=O)CSC1=S
→ -2%	9%	-2	0%	-14%	20
Cc1noc(C)c1S(=O)(=O)N1CCCC(C(=O)Nc2ccc(Cl)cn2)C1 (configuration not stated)
→ u	6%	3	4%	-19%	9
Cn1c(O)c(/C=C2\C=Nc3ccccc32)sc1=Nc1ccc(C(=O)O)cc1
→ 8%	7%	1	2%	5%	-34
Cc1ccc(C(=O)Nc2cccc(NC(=O)c3cccs3)c2)c(C)c1
→ 12µM*	6%	4	3%	u	21

Additional structures.
Compound | Pf growth 96h | FBPA Giardia inh | CHX counter | Sm TGR block | Pf growth 48h | Shiga toxin inh
COCCN1C(=O)N(c2cccc(OC)c2)C(=O)C1CC(=O)Nc1ccc(OC)cc1 (configuration not stated) | 2% | 6% | -1 | 0% | 1% | -5
CCOC(=O)C(C)(C)Sc1ncnc2nc[nH]c12 | u | u | -4 | -2% | -2% | -8
CCNC(=O)COC(=O)C1CCN(S(=O)(=O)c2ccc3c(c2)OCCO3)CC1 | 3% | x | x | -1% | u | x
CCOc1ccccc1N1CCN(CC(O)COCc2cccs2)CC1 (configuration not stated) | -10% | 3% | -7 | 0% | 11% | -2
COCCN(C(=O)COC(=O)COc1ccc2c(c1)CCC2)c1c(N)n(Cc2ccccc2)c(=O)[nH]c1=O | -1% | x | x | 3% | 2% | x
CCN(C(=O)CCN1C(=O)c2ccccc2S1(=O)=O)c1ccccc1 | 1% | x | x | 7% | -28% | x
O=S(=O)(c1cccc(Cl)c1)N1CN(CC2CCCO2)c2nc3ccccc3nc21 (configuration not stated) | u | x | 9 | 0% | u | -6
Cc1cccc(NC(=O)c2nc[nH]c2C(=O)NC2CCN(C(=O)OC(C)(C)C)CC2)c1 | u | x | x | -23% | u | x
CCOc1ccc2c(c1)c1nnc(SCC(=O)NC3CC3)nc1n2C | u | 5% | -5 | 7% | -14% | 21
Cc1cccc(OCCCC(=O)Nc2nc3ccccc3[nH]2)c1 | 15% | 1% | 9 | -1% | 1% | 10
COc1ccc(N=C(N(C)C)P(=O)(N(C)C)N(C)C)cc1 | x | 13% | 10 | -5% | u | 2
CCOCCOC(=O)Cn1cnc2scc(-c3ccc(C)cc3)c2c1=O | u | 4% | -2 | 0% | -7% | -10
CN(C)c1ccc(/C=C/c2cccc[n+]2[O-])cc1 | 249%[activator] | -11% | 33* | 1% | 148%[activator] | 59*
CCn1nc(C(=O)OCC(=O)N(CCC#N)c2ccccc2)c2ccccc2c1=O | -21% | x | x | -20% | -20% | x
CC1=C(C(=O)OCc2ccccc2)C(c2ccc(Cl)cc2)NC(=O)N1C (configuration not stated) | u | 2% | -3 | 4% | 87%[activator] | -4
CN(C)CC/C=C1/c2cc(F)ccc2CSc2ccc(F)cc21 | u | 4% | -3 | 0% | u | -18
c1ccc(CNc2ncnc3ccccc23)cc1 | -8%&-16% | 0%&19% | -2&-3 | -13%&-2% | u | -9&-5
O=C(COc1ccc(-c2nnc(N3CCCCC3)c3ccccc23)cc1)N1CCCCC1 | 8.3µM* | 11% | -3 | -1% | 12µM* | -6
COc1ccccc1CNCC(=O)Nc1ccccc1-n1cccc1 | 221%[activator] | u | -1 | 6% | -47% | -4
Cc1cc(C)nc(/N=C(\N)Nc2cc([N+](=O)[O-])ccc2C)n1 | -8% | -1% | -2 | -14% | u | -18
CCCOc1ccc(CN(CCC#N)C(=S)NC(=O)c2ccccc2)cc1 | 15% | u | 23* | 4% | u | -32
O=C(Nc1csc([N+](=O)[O-])c1)Nc1ccccc1Cl | u | -9% | 36* | -1% | u | 54*
CC(=O)c1c(C)nc2ccc(Cl)cn12 | 19% | 2% | -4 | -5% | x | -3
Cc1cc(CSc2ccccc2)ccc1NC(=O)c1ccc(C)c([N+](=O)[O-])c1 | 12% | 2% | -1 | 13% | 6% | -1
CCOC(=O)c1ccccc1NC(=O)COC(=O)CSC(C)C(=O)Nc1cc(C)on1 (configuration not stated) | 2% | x | -3 | 0% | -3% | -7
O=C(Nc1nccs1)c1ncc(Cl)c(Cl)c1Cl | -16% | x | 42* | -2% | -23% | 66*
COc1ccc(NC(=O)NC2CCCc3ccccc32)cc1OC (configuration not stated) | -23% | x | 33* | 1% | 137%[activator] | 31*
CN1CCN(NC(=O)c2ccc(Cl)s2)CC1 | 30% | 4% | -2 | 13% | -1% | -3
CC(C)c1nnc2n1N=C(c1ccc(Cl)cc1)CS2 | u | 4% | 0 | -24% | 4% | -3
COc1ccccc1NC(=O)CSc1nnc(Cc2cccs2)n1C | 49%[activator] | x | x | 1% | -17% | x
CCNC(=S)NNC(=O)c1csc(CC)c1 | 169%[activator] | -12% | -2 | -18% | 147%[activator] | 3
O=C(COc1ccc(S(=O)(=O)N2CCOCC2)cc1)NC1CCCCC1 | 12µM* | x | x | -1% | u | x
O=C1S/C(=C\c2ccc(N3CCOCC3)o2)C(=O)N1Cc1ccc(F)cc1 | u | u | -4 | 5µM* | u | -18
CCOC(=O)c1c(O)c2ccccc2n(C)c1=O | 3% | -23% | -1 | 0% | 14% | 17
O=C(NC1CCCCNC1=O)c1ccccc1 (configuration not stated) | 21% | 5% | 0 | 9% | -1% | 22
O=C(O)CSCc1cnn(-c2ccccc2)c1-n1cccc1 | 410%[activator] | 4% | -4 | -6% | 10µM* | -4
COc1ccc(-c2ccnc(SCC(=O)c3ccc(OC)c(OC)c3)n2)cc1 | 17% | 1% | -1 | 4% | 21% | -15
CCOc1cc(NC(=O)CCl)c(OCC)cc1NC(C)=O | 34%[activator] | -6% | -3 | 45µM* | 7% | -5
CC(C)C[C@H](NC(=O)c1[nH]cnc1C(=O)N[C@@H](C)C(=O)OC(C)(C)C)C(=O)OCc1ccccc1 | u | -24% | -3 | 5% | u | 7
CC(C)C1Oc2ccccc2N(CC(=O)N2CCOCC2)C1=O (configuration not stated) | 2% | x | -4 | -1% | 30% | -5

The last 2 records of the section above come first, to join the parts.
Compound | Pf growth 96h | FBPA Giardia inh | CHX counter | Sm TGR block | Pf growth 48h | Shiga toxin inh
CC(C)C[C@H](NC(=O)c1[nH]cnc1C(=O)N[C@@H](C)C(=O)OC(C)(C)C)C(=O)OCc1ccccc1 | u | -24% | -3 | 5% | u | 7
CC(C)C1Oc2ccccc2N(CC(=O)N2CCOCC2)C1=O (configuration not stated) | 2% | x | -4 | -1% | 30% | -5
CCN(c1ccccc1)S(=O)(=O)c1ccc(C(=O)Nc2nnc(COC)o2)cc1 | u | u | -7 | -12% | u | -39
CCN(CC)CCC(C)OC(c1ccccc1)c1ccccc1 (configuration not stated) | -83% | -9% | 22* | 2% | -18% | 53*
O=C(NCCN1CCOCC1)C1CCCN(S(=O)(=O)c2ccc(F)cc2)C1 (configuration not stated) | 32%[activator] | x | -2 | -21% | 5% | -7
O=C(NC1CCCCCC1)c1c(O)c2ccccc2[nH]c1=O | 6% | -13% | 25* | 7% | u | 84*
CCCCCn1c(=O)c(C(=O)OCC)c(Cl)c2ccccc21 | 1% | 5% | -3 | -5% | -12% | 1
COc1ccc(CSC2=NCCN2)cc1Br | 0% | u | -3 | -11% | u | -9
CC1CCN(S(=O)(=O)c2cccc(S(=O)(=O)N3CCOCC3)c2)CC1 | u | 3% | -2 | -8% | x | -10
CN1CCN(CCCC(=O)c2ccc(F)cc2)CC1 | u | -13% | -1 | -8% | 26% | -9
O=C(Nc1cccc2ccccc12)/C(Cl)=C/c1ccccc1 | 57%[activator] | 4% | 42* | 2% | 9% | 82*
CN1CCN(S(=O)(=O)c2ccc(Sc3nnc(-c4cccs4)n3-c3ccccc3)nc2)CC1 | u | 9% | -4 | -3% | 7.4µM* | 20
COc1cccc2c(=O)n(CC(=O)Nc3ccccc3F)ccc12 | 25% | 6% | 27* | 0% | 43%[activator] | 23*
C=CCN1C(=O)C(O)(CC(=O)c2ccccc2)c2ccccc21 (configuration not stated) | x | 1% | -3 | -11% | 10% | -7
O=C(O)CCn1nc(-c2ccc(F)cc2)cc(Cc2ccccc2)c1=O | u | 3% | -4 | 0% | -14% | -3
Cc1cc(C)c(C#N)c(SCS(=O)c2ccc(C(C)(C)C)cc2)n1 (configuration not stated) | 7% | 0% | -4 | -11% | -12% | -22
CCN1CCN(CC(=O)Nc2cc(F)ccc2C)CC1 | 33%[activator] | 0% | -3 | -6% | x | -8
Cc1nc(NC(=O)CSc2nnc(C3CC3)n2C)sc1C(=O)N(C)C | 107%[activator] | u | 1 | -6% | -15% | -6
